M4 PAM – positive allosteric modulators of human muscarinic M4 receptor | P08173 | 0.4% of 360,000 active | activation, % at 3 µM | CHO-K1 hM4/Gqi5, Fluo-8 calcium fluorescence, ACh EC20; 0% = ACh EC20, 100% = maximal ACh;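 active = activation above its plate's cutoff, the mean activation of sample wells plus 3 SD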; also: some results filed as inactive read as strong as hits
Target sequence (P08173 whole entry, looked up): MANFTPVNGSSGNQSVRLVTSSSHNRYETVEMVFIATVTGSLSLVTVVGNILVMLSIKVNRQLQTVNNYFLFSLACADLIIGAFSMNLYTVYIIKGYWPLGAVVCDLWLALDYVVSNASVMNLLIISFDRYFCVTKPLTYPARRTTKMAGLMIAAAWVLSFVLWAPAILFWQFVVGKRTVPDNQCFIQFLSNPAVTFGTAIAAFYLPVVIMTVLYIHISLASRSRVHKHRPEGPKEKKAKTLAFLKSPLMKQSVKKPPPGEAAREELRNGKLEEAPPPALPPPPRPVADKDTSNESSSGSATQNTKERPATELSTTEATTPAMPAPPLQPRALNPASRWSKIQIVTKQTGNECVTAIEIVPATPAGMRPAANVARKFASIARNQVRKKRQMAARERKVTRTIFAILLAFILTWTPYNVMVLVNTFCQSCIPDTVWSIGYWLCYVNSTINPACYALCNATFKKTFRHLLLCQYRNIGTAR
CRFBP-R2 agonist – agonists of human CRF-binding protein/CRF-R2 receptor complex; 0.46% of 350,000 active; activation, % at 13.2 µM; HEK293 CRF-R2/CRF-BP, calcium dye fluorescence (FLIPR); percent of saturating CRF peptide response;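 active = activation of at least 50%, plus an integration ratio under a set limit after plate pattern correction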;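 also: plate controls were neutral control wells without compound for no effect and CRF at EC100 for full effect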
TAAR1 antagonist – antagonists of human TAAR1 | 1.5% of 360,000 active | AID 624466 | Q96RJ0 | CHO RD-HGA16 TAAR1, Fluo-8 calcium fluorescence, antagonist | inhibition, % at 3 µM;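 active = inhibition above a per-plate cutoff, the mean inhibition of test compounds on that plate plus 3 SD, cut at about 49% in these data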;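 also: 0% = DMSO plus EC80 beta-PEA response and 100% = DMSO alone without agonist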
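System: RD-HGA16 CHO cells with stable hTAAR1 and Gα16 | Probe or stimulus: EC80 β-phenethylamine stimulus | Dosing: 3 µM, single point | Times: Dye loading 75 min at 37 °C, then 30 min room temperature | Measured by: Fluo-8 calcium-sensitive fluorescence | Read-out basis: % inhibition of agonist calcium response | Replicates: n of 1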
M1 PAM parental – nonselective activator or artifact in parental CHO-K1 calcium assay | ATP EC20, Fluo-8 calcium fluorescence; 0% at ATP EC20, 100% at ATP max | activation, % at 3 µM | 0.02% of 360,000 active | AID 602247;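 active = activation above the run cutoff, the mean activation of all test compounds plus 3 SD, cut at about 40% in these data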;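 also: peak over basal fluorescence ratio in a 140 s read after ATP addition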
TAAR1 ag – human TAAR1 agonism | CHO RD-HGA16 TAAR1, Fluo-8 calcium fluorescence; vehicle wells 0%, saturating PEA agonist 100% | Q96RJ0 | 0.99% of 360,000 active | activation, % at 3 µM;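 active = activation above the mean activation of all test compounds in the run plus 3 SD, cut at about 38% in these data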
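Assay system – CHO-derived RD-HGA16 cells with stable Gα16 and human TAAR1 · Compound dosing – one-point dosing at 3 µM (nominal) · Incubation – 17-24 h seeding, 75 min 37 °C dye, 30 min RT · Measured by – kinetic Fluo-8 calcium fluorescence · Control set – DMSO vehicle as 0%, PEA at EC100 as 100% · Repeats – single well for each compound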
CHRM5 antagonist – CHRM5 antagonism in calcium assay; inhibition, % at 3 µM; CHO-hM5 cells, Fluo-8 calcium fluorescence, ACh EC80; P08912; 0.59% of 360,000 active;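 active = inhibition above a per-plate cutoff, the mean of that plate's test compounds plus 3 SD, cut at about 27% in these data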;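 also: 0% = acetylcholine EC80 with DMSO and 100% = DMSO without agonist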
Target sequence (P08912 whole entry, looked up): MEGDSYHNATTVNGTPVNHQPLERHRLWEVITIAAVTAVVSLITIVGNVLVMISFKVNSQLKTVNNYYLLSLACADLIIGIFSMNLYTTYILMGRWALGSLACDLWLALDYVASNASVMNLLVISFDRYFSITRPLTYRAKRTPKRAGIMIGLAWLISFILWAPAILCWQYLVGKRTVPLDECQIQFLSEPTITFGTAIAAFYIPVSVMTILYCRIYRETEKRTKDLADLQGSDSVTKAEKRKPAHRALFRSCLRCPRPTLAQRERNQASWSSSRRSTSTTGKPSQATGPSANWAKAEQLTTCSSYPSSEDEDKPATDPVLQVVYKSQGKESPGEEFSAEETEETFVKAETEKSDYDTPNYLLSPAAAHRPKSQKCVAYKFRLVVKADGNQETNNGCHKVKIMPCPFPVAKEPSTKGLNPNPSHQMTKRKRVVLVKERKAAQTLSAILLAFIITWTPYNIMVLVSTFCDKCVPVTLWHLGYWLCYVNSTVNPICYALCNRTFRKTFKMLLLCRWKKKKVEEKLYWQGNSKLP
CRFR2-BP antag – blocks CRF-induced signaling of the CRF-BP/CRF-R2 complex; HEK293 CRF-R2/CRF-BP, CRF-induced calcium fluorescence; inhibition, % at 11.8 µM; 0.59% of 350,000 active;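 active = inhibition of the ligand-induced calcium signal above about 50% at the single tested concentration, limit read from the data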
M5 PAM – potentiates acetylcholine response at human M5 receptor. CHO-K1 hM5, Fluo-8 calcium, ACh EC20 PAM; 0% = ACh EC20, 100% = ACh EC100. activation, % at 3 µM. 0.3% of 360,000 active. AID 624038;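 active = activation above the run cutoff, the mean activation of all test compounds plus 3 SD, cut at about 18% in these data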
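System – CHO-K1 hM5 cells · Compound – 3 µM, single dose · Incubation – compound preincubation 140 s before EC20 acetylcholine addition · Technique – Fluo-8 calcium fluorescence · Measure – Max/basal fluorescence ratio as % of EC20–EC100 ACh window · Benchmarks – low control EC20 acetylcholine (0%), high control EC100 acetylcholine (100%) · Replication – singlicate, one well per test compound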
CHRM5 agonist – agonists of human muscarinic M5 receptor (CHRM5) | CHO-K1 hM5 cells, Fluo-8 calcium fluorescence; 0% DMSO wells, 100% maximal acetylcholine response | activation, % at 3 µM | 0.19% of 360,000 active | AID 624037;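 active = activation above the run's mean over test compounds plus 3 SD, cut at about 23% in these data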;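 also: signal is peak over basal fluorescence ratio across the kinetic read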
An asterisk follows results filed as active; . = not tested or not shown.

Values in the order: M4 PAM | CRFBP-R2 agonist | TAAR1 antagonist | M1 PAM parental | TAAR1 ag | CHRM5 antagonist | CRFR2-BP antag | M5 PAM | CHRM5 agonist
> COc1cccc(-c2c(NC(C)=O)n(C)c3ccccc3c2=O)c1
 : -4 | 1.0 | 0 | 7 | 7 | 7 | 2 | -5 | -3
> Cc1cc(CN2CCN(CC(=O)Nc3cc(Cl)ccc3-n3cncn3)CC2)no1
 : 11 | -0.4 | -20 | -12 | 1 | 2 | -14 | 0 | 1
> Cc1ccc2nc(-c3ccc(NC(=O)CSc4nccc(=O)[nH]4)cc3)sc2c1
 : -1 | 3.0 | 1 | 20 | 2 | -5 | 15 | 6 | 5
> COc1ccc(/C(O)=C/c2nc3ccccc3n(-c3ccccc3)c2=O)cc1
 : -1 | 132* | 1 | 11 | 8 | 2 | -41 | -3 | 0
> Cc1c2cnn(CC(=O)NC3CCCC3)c(=O)c2c(C)n1Cc1ccccc1
 : -3 | -1.1 | -20 | -12 | 3 | 20 | 111* | -6 | 4
> CCOc1ccccc1N1CC(C(=O)N(CC)C2CCS(=O)(=O)C2)CC1=O (stereo not given)
 : 4 | -0.7 | 0 | -7 | 5 | -1 | 2 | 2 | 1
> O=C(NCCSCc1ccco1)Nc1cc(Cl)cc(Cl)c1
 : -17 | 0.5 | -3 | 6 | 1 | 20 | -6 | -18 | -2
> CC(C)=N/N=C(\c1cccc([N+](=O)[O-])c1)C12CN3CN(CN(C3)C1)C2
 : -28 | 0.2 | 1 | 25 | 0 | 9 | 0 | -19 | -7
> CCOc1ccc(/C(CCC(=O)O)=N/NC(=S)NC(C)C)cc1
 : 3 | 3.2 | -8 | 0 | 0 | 5 | 5 | 3 | -4
> O=C(Nc1ncn[nH]1)c1cc([N+](=O)[O-])ccc1Cl
 : -4 | -0.7 | 5 | 19 | -1 | -5 | 1 | 1 | 1
> C[C@H](CO)N1C[C@H](C)[C@@H](CN(C)C(=O)Nc2ccc3c(c2)OCO3)Oc2ccc(NS(=O)(=O)c3cn(C)cn3)cc2C1=O
 : 13 | 0.1 | -10 | 3 | 5 | 0 | 1 | 5 | 3
> C=CCNS(=O)(=O)c1ccc2c(c1)n(C)c(=O)n2C
 : 8 | -1.1 | -3 | -10 | 6 | -4 | 29 | -9 | -1
> Cc1nc(SCC(=O)NC2CCS(=O)(=O)C2)c(C#N)c(C)c1C (stereo not given)
 : 6 | 0.0 | -5 | -5 | 1 | 4 | -5 | 2 | -3
> C=CC[C@@H](CC(=O)N[C@@H](CO)Cc1ccccc1)C(=O)N[C@@H](COC(=O)[C@@H](CC=C)Cc1ccc(F)cc1)Cc1c[nH]c2ccccc12
 : 4 | 3.9 | -2 | 1 | 1 | -2 | -13 | 2 | 0
> O=C(OCC(=O)N1CCN(C(=O)c2ccco2)CC1)c1ccccc1OCc1ccccc1
 : 11 | -1.3 | 5 | 13 | 8 | 0 | 10 | -6 | 1
> O=C(NCCN1CCOCC1)c1cc(-c2ccc(Br)cc2)on1
 : 14 | 7.7 | -5 | 14 | 4 | 2 | -4 | -1 | 3
> Cn1c(C(=O)NCC2CCCO2)cc2c(=O)[nH]c3ccccc3c21 (stereo not given)
 : 28* | 0.7 | 6 | 13 | 3 | -7 | -19 | 1 | 0
> O=C(Nc1cccc(S(=O)(=O)N2CCCC2)c1)c1ccccc1OC(F)F
 : -1 | 0.0 | -9 | 11 | 1 | 23 | -11 | -6 | -4
> CCOc1ccccc1OCCCCN1CCCC1
 : -4 | 0.0 | -1 | 20 | 16 | -1 | 0 | 1 | -6
> COc1cccc(NC(=O)N2CCCC2C(=O)NC2CCCCC2)c1 (stereo not given)
 : 8 | 1.7 | 8 | -23 | -1 | 11 | -3 | -1 | -1
> CCOC(=O)c1cc(NC(=O)Nc2ccccc2OC)c(C)nc1C
 : -3 | -0.2 | 17 | 22 | 5 | 2 | 4 | -3 | 0
> OC(COc1ccc2ccccc2c1)Cn1cncn1 (stereo not given)
 : -5 | -3.0 | 2 | 13 | 1 | -1 | 17 | 5 | -2
> Cc1ccc(NC(=O)C(=O)c2c(-c3ccccc3)cc3ccccn23)cc1S(=O)(=O)N1CCOCC1
 : -18 | 0.3 | 28 | 9 | 12 | 15 | -18 | -16 | -1
> CCOc1ccc(C(=O)NCC(=O)OC2CCOC2=O)cc1OCC (stereo not given)
 : 11 | -0.9 | -14 | 11 | 4 | -9 | -18 | 7 | -7
> Nc1ncncc1-c1ccc(F)cc1
 : 1 | 2.2 | -23 | -7 | 1 | 9 | 20 | -2 | 0
> CCOC(=O)c1sc(NC(=O)CCN2CCN(CC)CC2)c(C(=O)OCC)c1C
 : -6 | -1.7 | -7 | -5 | 1 | -10 | 11 | 4 | -6
> Cc1cc(/C=C(\C#N)C(=O)O)c(C)n1CC(C)C
 : -2 | -1.1 | -5 | 23 | 4 | -4 | 16 | 9 | -1
> O=S(=O)(c1ccccc1)c1nc(-c2ccccc2)oc1N1CCCC1
 : -1 | -2.0 | -10 | 4 | 2 | 12 | 30 | -5 | 2
> CC(C(=O)Nc1ccc(Cl)cc1)N1C(=O)NC2(CCCC2)C1=O (stereo not given)
 : 3 | -0.5 | 16 | 6 | 2 | 4 | 1 | -2 | -3
> COc1cccc(CNC(=O)CCCNC(=O)c2ccc(Cl)cc2)c1
 : 1 | -0.4 | 8 | -14 | 1 | 2 | 7 | -1 | -2
> Cc1ccc(S(=O)(=O)N2CCOCC2)cc1C(=O)NCCc1ccc(Cl)cc1
 : 9 | -1.7 | -5 | 11 | 3 | 11 | 4 | -3 | -3
> Cc1c(OC(C(=O)O)c2ccccc2)ccc2c3c(c(=O)oc12)CCC3 (stereo not given)
 : 0 | -2.5 | -6 | -13 | 5 | -2 | 16 | -1 | -4
> CSc1ccc(Cl)c(C(=O)NCCOc2cc(C)ccc2C(C)C)c1
 : -11 | 0.8 | 42 | -10 | 0 | 5 | -1 | -13 | -2
> CCOc1ccc2nc(SCC(=O)NCc3ccccc3OC)[nH]c2c1
 : -2 | -1.3 | -9 | -16 | -5 | 6 | -1 | 3 | -3
> CCc1ccc(C(O)c2ncc(-c3ccccc3Cl)[nH]2)cc1 (stereo not given)
 : -3 | . | 12 | 13 | 9 | -9 | . | -5 | 1
> O=C(CNC1CCCCC1)N1CCc2ccccc2C1
 : 1 | 1.1 | 6 | -2 | 6 | 18 | -20 | -3 | -1
> COc1ccccc1CC1CC(=O)N(c2ccccc2)C1=O (stereo not given)
 : 4 | -1.5 | -3 | -9 | -1 | -6 | 5 | 0 | 1
> N#CC1=C(SCc2ccccc2)NC(=O)CC1c1ccc(O)cc1 (stereo not given)
 : 7 | 1.0 | -20 | 26 | 9 | -5 | -18 | -5 | 4
> COc1ccc(N(C)C(=O)c2ccc3c(Cl)c4c(nc3c2)CCCC4)c(OC)c1
 : 5 | 1.8 | -6 | 6 | 8 | 8 | 2 | -2 | -3
> CCn1c(SCC(=O)N2CCCC2)nc2ccccc2c1=O
 : 4 | -1.3 | 12 | 13 | 3 | -1 | -8 | -2 | 2
> Cc1ccc(C)c(NS(=O)(=O)c2c(C)ccc3nsnc23)c1
 : 2 | -2.9 | 6 | -1 | 9 | 5 | 17 | 2 | -6
> COc1ccccc1C1CC(c2ccc(Cl)cc2Cl)Nc2nc(N)nn21 (stereo not given)
 : 4 | 9.5 | -1 | 3 | 11 | 4 | -46 | 1 | 3
> CCCCCc1ccc(CC(=O)Nn2c(C)nc3ccccc3c2=O)cc1
 : 0 | -1.6 | 14 | 13 | 24 | 5 | -55 | 0 | 6
> Cc1cc(C)cc(NC(=O)COC(=O)CCCC2=NS(=O)(=O)c3ccccc3N2)c1
 : -12 | -1.6 | -2 | 20 | 7 | -4 | -13 | -5 | -2
> O=C(Nc1nncs1)c1cc(-c2ccncc2)nc2ccc(Cl)cc12
 : 1 | 0.4 | -19 | 4 | 2 | 2 | -25 | 7 | 3
> Cc1cc(NC(=O)CN(C)CCOc2ccccc2)ccc1Br
 : 6 | -1.1 | -25 | 4 | 0 | -4 | -10 | 4 | -6
> COC(=O)CC(N)c1ccc(Br)cc1 (stereo not given)
 : 8 | 2.8 | -2 | -19 | 3 | -2 | 7 | 15 | -1
> C[N+](C)(C)CCOc1ccc([N+](=O)[O-])cc1
 : -4 | -0.7 | -21 | 15 | 6 | -1 | 8 | 7 | 2
> Cc1ccc(Cc2c(-c3cccc(Cl)c3)nc3c4ccccc4ccn23)cc1
 : 2 | . | -8 | -8 | 3 | 6 | . | 7 | 0
> CCOc1ccc(N2C(=O)C3ON(C)C(c4ccc([N+](=O)[O-])cc4)C3C2=O)cc1 (stereo not given)
 : -6 | 2.8 | -9 | -3 | 2 | 8 | -3 | 1 | 1
> Cc1cc(C)n(C(=O)c2ccc(S(=O)(=O)N3CCOCC3)cc2)n1
 : 11 | -2.7 | . | 27 | . | 3 | -5 | 2 | -2
> O=C(NCc1ccco1)c1ccc(Cn2c(=O)c3sccc3n(Cc3ccc(F)cc3)c2=O)cc1
 : -8 | -1.3 | 11 | 14 | 0 | 4 | 21 | -8 | 2
> COc1ccc(C(C)(C)C)cc1NC(=O)CCc1c(C)noc1C
 : 3 | -2.4 | 9 | -10 | -1 | 8 | -2 | 1 | -2
> Cc1cc(C(=O)Nc2cccnc2)no1
 : 12 | 3.5 | . | -3 | . | -5 | -41 | 16 | 2
> CCCCN(C(=O)CSCC(=O)Nc1cccc(C)c1)c1c(N)n(Cc2ccccc2)c(=O)[nH]c1=O
 : -1 | -0.9 | -13 | 7 | -1 | -2 | 3 | 8 | -3
> Cc1cc(C)n(-c2cc(N3CCN(C(=O)c4ccc(C(C)(C)C)cc4)CC3)ccc2[N+](=O)[O-])n1
 : -10 | -0.9 | 20 | 9 | 7 | 6 | -13 | -27 | -9
> CCN(CC)c1ccc(/C=N/NC(=O)CC(C)C)cc1
 : -3 | -2.9 | 2 | -6 | 1 | 18 | -11 | -10 | 3
> Cn1cc(/C=N/n2cnc3sc4c(c3c2=O)CCCC4)c2ccccc21
 : 3 | 0.4 | 3 | 15 | 5 | 2 | -6 | 1 | -2
> O=C(COC(=O)c1ccco1)NC1CCCCC1
 : -5 | -1.6 | 3 | -7 | 1 | 4 | 6 | -5 | -2

Molecules shown so far that contain a tert-butyl group (two):
Values in the order: M4 PAM | CRFBP-R2 agonist | TAAR1 antagonist | M1 PAM parental | TAAR1 ag | CHRM5 antagonist | CRFR2-BP antag | M5 PAM | CHRM5 agonist
> COc1ccc(C(C)(C)C)cc1NC(=O)CCc1c(C)noc1C
 : 3 | -2.4 | 9 | -10 | -1 | 8 | -2 | 1 | -2
> Cc1cc(C)n(-c2cc(N3CCN(C(=O)c4ccc(C(C)(C)C)cc4)CC3)ccc2[N+](=O)[O-])n1
 : -10 | -0.9 | 20 | 9 | 7 | 6 | -13 | -27 | -9
